High-throughput results from PubChem BioAssay.
OX1R antag: OX1R (human) antagonism; OX1R-expressing cells, FRET antagonist read-out; 330,000 tested, 1.8% active; O43613; inhibition, % at 6.6 µM; in the data active means inhibition mostly above about 38%, no sharp cut-off; inactive means mostly below about 40%;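 further: 0% = agonist challenge alone and 100% = reference antagonist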
Target sequence (O43613 whole entry, looked up): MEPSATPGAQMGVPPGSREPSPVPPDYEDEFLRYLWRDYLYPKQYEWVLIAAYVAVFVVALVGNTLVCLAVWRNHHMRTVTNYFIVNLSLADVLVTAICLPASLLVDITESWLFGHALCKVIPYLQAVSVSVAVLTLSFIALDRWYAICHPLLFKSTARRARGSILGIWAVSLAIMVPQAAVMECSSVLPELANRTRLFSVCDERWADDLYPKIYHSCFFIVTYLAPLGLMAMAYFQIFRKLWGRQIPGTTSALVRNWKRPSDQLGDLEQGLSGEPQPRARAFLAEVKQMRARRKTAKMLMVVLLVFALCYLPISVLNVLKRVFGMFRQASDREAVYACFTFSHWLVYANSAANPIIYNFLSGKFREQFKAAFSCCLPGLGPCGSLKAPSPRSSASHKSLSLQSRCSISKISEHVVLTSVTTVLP
STK33 kinase inh: inhibitors of human STK33 kinase. purified STK33, MBP phosphorylation, ADP-Glo luminescence. inhibition, % at 10 µM. 320,000 tested, 0.073% active;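 active means inhibition at or above 25%, using the most active replicate where run in duplicate; inactive means inhibition below 25%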
Target sequence (Q9BYT3 whole entry, looked up): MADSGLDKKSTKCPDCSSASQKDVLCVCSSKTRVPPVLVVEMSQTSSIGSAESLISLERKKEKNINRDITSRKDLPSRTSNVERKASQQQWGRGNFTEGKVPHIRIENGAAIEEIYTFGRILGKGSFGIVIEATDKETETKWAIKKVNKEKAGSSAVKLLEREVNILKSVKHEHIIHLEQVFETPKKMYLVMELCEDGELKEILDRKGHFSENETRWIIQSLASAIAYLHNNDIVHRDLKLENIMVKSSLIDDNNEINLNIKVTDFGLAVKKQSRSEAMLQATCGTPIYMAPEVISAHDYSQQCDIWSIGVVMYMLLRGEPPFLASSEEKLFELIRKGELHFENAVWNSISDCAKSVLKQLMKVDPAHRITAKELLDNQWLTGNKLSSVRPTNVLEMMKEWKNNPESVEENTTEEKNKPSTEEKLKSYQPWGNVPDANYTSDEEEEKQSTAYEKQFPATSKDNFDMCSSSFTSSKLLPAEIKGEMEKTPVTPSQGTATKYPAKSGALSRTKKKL
An asterisk follows results filed as active; . = not tested or not shown. This is a random part of the collection; 1.8% or so of the library scored in one or more.

Every second line gives: OX1R antag	STK33 kinase inh
- O=C(NC1CCN(Cc2ccccc2)C1)c1cc(S(=O)(=O)N2CCOCC2)ccc1Cl (stereo unspecified)
 : 0	-1.5
- CCc1cc(/C(Cc2ccccn2)=N\Nc2ccccc2)c(O)cc1O
 : 21	-2.0
- COc1cccc(-c2cc(C(=O)Nc3cc(C)nn3-c3ccccc3)no2)c1
 : 12	-2.5
- COC(=O)C1=C(C)NC(=O)NC1c1ccc(-c2ccccc2Cl)o1 (stereo unspecified)
 : 7	0.0
- Cc1ccc(C(=O)N2CCN(C)CC2)cc1[N+](=O)[O-]
 : 3	-1.5
- O=C1C2CC=CCC2C(=O)N1c1nc2n(n1)C(c1ccccc1)CC(c1ccccc1)N2 (stereo unspecified)
 : 4	-2.0
- O=C(C[C@@H]1C/C=C\C[C@@H](NC(=O)OCC2c3ccccc3-c3ccccc32)C(=O)OC[C@@H](Cc2ccccc2)NC1=O)NCCO
 : 8	0.4
- Cc1ccc(C(=O)NC(Cc2cccc(C(F)(F)F)c2)C(=O)O)cc1 (stereo unspecified)
 : 1	.
- Cn1cccc1C(=O)C(=O)Nc1cccc(Cl)c1Cl
 : 33	-1.2
- CCC(C)[C@H](NC(=O)[C@H](Cc1ccccc1)n1c(=O)[nH]c2ccccc2c1=O)C(=O)N1CCC(C(=O)O)CC1 (stereo partly specified)
 : 7	-0.7
- O=C(C[n+]1ccccc1)NNc1ccccc1
 : 16	-1.1
- CCc1ccccc1NC(=S)NC1CC2CCCC(C1)N2Cc1cccs1 (stereo unspecified)
 : -2	-0.7
- Cc1[nH]c2ccccc2c1CCNC(=O)c1c(N)no[n+]1[O-]
 : 20	-1.9
- Cc1ccc(-c2csc(NCCc3nc4cc(Cl)c(Cl)cc4n3CCOCCO)n2)cc1
 : 12	0.3
- CCOc1ccc(C(C)(O)CN2CCOCC2)cc1 (stereo unspecified)
 : 15	-4.3
- COc1ccc(CNC(=O)C2CC(=O)N(c3ccc(OCC(=O)N4CCCCC4)cc3)C2)cc1 (stereo unspecified)
 : 3	-1.6
- CC(C)(C)OC(=O)N1CCN(C(=O)c2nc[nH]c2C(=O)N2CCN(c3ccccc3)CC2)CC1
 : 2	-1.5
- O=C(CCCCCn1c(=S)[nH]c2ccsc2c1=O)NC1CCCCC1
 : 29	0.5
- O=C(c1ccc(Cl)cc1)C1CCN(C(=O)c2ccc(F)cc2)CC1
 : 23	-0.3
- C#CCOCCOCCOCCNc1nc(N2CCN(C(=O)[C@H](CCC(=O)O)n3cc([C@@H](N)[C@H](C)CC)nn3)CC2)nc(N2CCN(C(=O)[C@H](CCCCN)n3cc([C@@H](N)CC(N)=O)nn3)CC2)n1
 : 5	-1.9
- O=C(NCC(=O)N1CCN(c2ccccc2O)CC1)c1ccc2c(c1)OCO2
 : 13	-0.8
- CC(=O)Nc1c2c(nn1-c1ccccc1)CS(=O)C2 (stereo unspecified)
 : -5	0.9
- COc1ccccc1CCC(=O)Nc1nccs1
 : -3	-0.4
- O=C(c1cccc(Cl)c1)N1CCN(C(=O)c2ccccc2F)CC1
 : 8	0.0
- O=C(COc1ccc(/C=N/NS(=O)(=O)c2ccccc2)cc1)Nc1ccccc1
 : 6	-0.3
- CN=C(Nc1cc(Cl)ccc1Cl)SC1CC(=O)N(c2ccc(C(=O)OC)cc2)C1=O (stereo unspecified)
 : 38	-1.6
- CCCN1CCN(CCCNC(=O)C2CCCN(c3nc4ccc(OCC)cc4s3)C2)CC1 (stereo unspecified)
 : 24	-2.3
- Cc1ccc(C(=O)Nc2cccc(C(=O)N/N=C/c3ccc(O)cc3)c2)cc1
 : 10	1.4
- CN(C)Cc1ccccc1CCc1ccccc1
 : 1	-3.9
- CCC(C)NC(=O)CN1c2cccc3cccc(c23)S1(=O)=O (stereo unspecified)
 : 2	-0.2

Single records, from the list above:
Record of COc1cccc(-c2cc(C(=O)Nc3cc(C)nn3-c3ccccc3)no2)c1 → OX1R antag = 12; STK33 kinase inh = -2.5
Record of O=C(c1ccc(Cl)cc1)C1CCN(C(=O)c2ccc(F)cc2)CC1 → OX1R antag = 23; STK33 kinase inh = -0.3
Record of Cn1cccc1C(=O)C(=O)Nc1cccc(Cl)c1Cl → OX1R antag = 33; STK33 kinase inh = -1.2

Part of the list above in order of molecular weight, low to high.
Every second line gives: OX1R antag	STK33 kinase inh
- Cc1ccc(C(=O)N2CCN(C)CC2)cc1[N+](=O)[O-]
 : 3	-1.5
- Cc1[nH]c2ccccc2c1CCNC(=O)c1c(N)no[n+]1[O-]
 : 20	-1.9
- Cc1ccc(C(=O)Nc2cccc(C(=O)N/N=C/c3ccc(O)cc3)c2)cc1
 : 10	1.4
- O=C(CCCCCn1c(=S)[nH]c2ccsc2c1=O)NC1CCCCC1
 : 29	0.5
- CCc1ccccc1NC(=S)NC1CC2CCCC(C1)N2Cc1cccs1 (stereo unspecified)
 : -2	-0.7
- COc1ccc(CNC(=O)C2CC(=O)N(c3ccc(OCC(=O)N4CCCCC4)cc3)C2)cc1 (stereo unspecified)
 : 3	-1.6
- O=C(C[C@@H]1C/C=C\C[C@@H](NC(=O)OCC2c3ccccc3-c3ccccc32)C(=O)OC[C@@H](Cc2ccccc2)NC1=O)NCCO
 : 8	0.4

Following part.
Every second line gives: OX1R antag	STK33 kinase inh
- CCOC(=O)c1cn2ccc(C)cc2n1
 : 10	-1.1
- Cc1cc(-c2ccccc2)oc(=O)c1NC(=O)c1ccccc1
 : 10	-1.3
- O=C(NCCCN1CCOCC1)C(c1ccccc1)c1ccccc1
 : -2	-0.7
- COc1cccc(NS(=O)(=O)c2cc3[nH]c(=O)c(=O)[nH]c3cc2C)c1
 : 6	-0.5
- CSCC[C@H](N)C(=O)N1CCC(C(=O)N[C@H](C)C(=O)Nc2ccc(C(C)C)cc2)CC1
 : -7	0.1
- O=C(O)c1cc(NC(=O)c2ccc(Br)cc2)cc(NC(=O)c2ccc(Br)cc2)c1
 : 7	-0.7
- CCC(C)NC(=S)N1CCN(Cc2ccccc2)CC1 (stereo unspecified)
 : 16	-1.3
- COC(=O)c1ccccc1NC(=O)NC1CCN(Cc2ccccc2)CC1
 : 3	10
- O=C(CNC(=O)c1sc2ccccc2c1Cl)NCc1cccc(C(F)(F)F)c1
 : 24	-1.9
- O=C(NCCc1c[nH]c2ccccc12)OCCCCOC(=O)NCCc1c[nH]c2ccccc12
 : 61*	0.4
- COc1ccc(-n2nnc3c(=O)n(Cc4cc(C)ccc4C)cnc32)cc1
 : -3	1.6
- Cc1noc(C)c1NC(=O)N(C)C[C@H]1Oc2c(NS(=O)(=O)c3cccs3)cccc2C(=O)N([C@H](C)CO)C[C@@H]1C
 : 8	0.1
- Cc1ccccc1-c1ccc(CN2CCN(C)C(CCO)C2)cc1 (stereo unspecified)
 : -5	0.0
- O=C(NCCO)c1ccc(-c2nnc(N3CCOCC3)c3ccccc23)cc1
 : 39	0.0
- CCOc1ccccc1NC(=S)/C(=C(\[O-])c1ccc2c(c1)OCCO2)[n+]1ccc(CC)cc1
 : 21	1.1
- CCc1ccccc1NC(=O)c1ccc2c(O)c(S(=O)(=O)c3ccc(OC)cc3)c(=O)[nH]c2c1
 : 10	-1.9
- O=C(CSc1nnc(-c2cccs2)n1-c1ccccc1)NCC1CCCO1 (stereo unspecified)
 : 24	-0.6
- O=C(N/C(=C\c1cccc([N+](=O)[O-])c1)C(=O)N(CCO)CCO)c1ccco1
 : 15	-0.7
- CC(C)c1ccc(NC(=O)c2cccc(Br)c2)cc1
 : 29	0.3
- CCC1C(=O)Nc2nc(-c3ccccc3)c(-c3ccccc3)n2N=C1C (stereo unspecified)
 : -15	0.8
- CCCc1[nH]nc2c1C(c1cccc(OC)c1)C(C#N)=C(N)O2 (stereo unspecified)
 : 5	0.0
- COc1ccc(N2C(=O)NC3CC2(C)Oc2ccccc23)cc1OC (stereo unspecified)
 : 35	0.2
- COc1cccc(NC(=O)C(Cc2ccccc2)NC(=O)C2CCC(C)CC2)c1 (stereo unspecified)
 : 11	-1.1
- COc1ccc(NC(=O)CSc2nc(C3CC3)nc3ccccc23)cc1
 : 29	-1.9
- CN1CCN(C(CNC(=O)C(=O)NC2CCCCC2)c2ccc(F)cc2)CC1 (stereo unspecified)
 : 2	-1.7
- Cc1ccc(S(=O)(=O)C(C)C(=O)NCCS(=O)(=O)c2ccc(Cl)cc2)cc1 (stereo unspecified)
 : 8	-2.3
- O=C(O)CCC(=O)NNC(=O)c1cccc(Br)c1
 : 3	-0.6
- Cc1ccc(CNC(=S)Nc2ccc(C)c([N+](=O)[O-])c2)cc1
 : 33	-1.1
- Cc1sc(NC(=O)C2CC=CCC2C(=O)O)c(C(=O)OC(C)C)c1C (stereo unspecified)
 : 10	.
- COC(=O)c1nn(-c2ccccc2)nc1-c1nn(-c2ccccc2)nc1C(=O)OC
 : 24	0.8
- Cc1cc(C)n2cc(CSCC(=O)O)nc2n1
 : 3	-0.5
- COc1cc(/C=C2/SC(=S)N(Cc3ccccc3)C2=O)cc(Cl)c1O
 : -12	4.7
- Cc1cc(C(F)(F)F)nn1CC(=O)Nc1ccc2c(c1)OCO2
 : -4	1.5
- COc1cccc(C2C(C(=O)OCc3ccccc3)=C(C)Nc3ncnn32)c1OC (stereo unspecified)
 : 10	-1.3
- Cc1noc(C(F)(F)F)c1C(=O)NNC(=O)c1ccccc1
 : 3	-1.2
- Cc1sc(NC(=S)NC(=O)c2cccs2)nc1-c1ccc(C(C)C)cc1
 : 14	2.5
- CCc1ccc2nc(N3CCN(C(=O)C(C)(C)C)CC3)sc2c1
 : 8	0.1
- CC1(c2ccccc2)CC(C)(C)N2C(=O)C(=O)c3cccc1c32 (stereo unspecified)
 : 8	0.6
- CCCCCOP(=O)(c1ccccc1)c1ccccc1
 : 11	-0.9
- CC1=C(C(=O)OCc2ccccc2)C(c2cccc(Br)c2)NC(=O)N1 (stereo unspecified)
 : 4	-1.3
- Cc1noc(C)c1S(=O)(=O)N1CCCC(C(=O)N2CCc3ccccc3C2)C1 (stereo unspecified)
 : 10	-1.1
- CCOc1ccccc1CNC(=O)Cn1nc(C)c2c(C)n(-c3ccc(C)cc3)nc2c1=O
 : -14	0.5
- COc1ccc(-c2nc3ccccc3c(=O)[nH]2)cc1
 : 7	-0.3
- CCCCNC(=O)NC1CCCC1
 : 16	-0.4
- O=C(CCCc1nc2ccccc2s1)NCc1ccc(F)cc1
 : 11	1.3
- Cc1ccc2c(COC(=O)c3ccc(C)c(C)c3)cc(=O)oc2c1
 : -2	0.3
- Cc1ccc(S(=O)(=O)N(CC(O)CN2CCOCC2)c2cc(Cl)ccc2Cl)cc1 (stereo unspecified)
 : 24	-1.5
- Cc1csc(NC(=O)C(F)(F)F)n1
 : 14	-1.4
- O=S1(=O)CCO[C@H]2Cc3ccccc3[C@H]2N1Cc1ccccc1
 : 23	-0.2
- CN(CC(O)COc1ccc(S(=O)(=O)N2CCOCC2)cc1)C1CCCCC1 (stereo unspecified)
 : 12	0.9
- Cc1ccc(S(=O)(=O)NC2CC(C)(C)NC(C)(C)C2)cc1
 : 10	-4.0
- CCOC(=O)C1=C(C)NC2=C(C1c1ccc([N+](=O)[O-])cc1)S(=O)(=O)c1ccccc12 (stereo unspecified)
 : 22	-1.6
- O=C(Nc1ccc(C2=NCCN2)cc1)c1ccc(C(=O)Nc2ccc(C3=NCCN3)cc2)c(Cl)c1
 : 9	0.2
- N#CC(C#N)=Cc1cn(-c2ncc(C(F)(F)F)cc2Cl)c2ccccc12
 : 16	-8.6
- O=C(CN1CCOCC1)Nc1c(C(=O)C2CC2)oc2ccccc12
 : 6	3.8
- CCC1CCCCN1C(=O)COc1ccc(S(=O)(=O)N2CCOCC2)cc1Cl (stereo unspecified)
 : 11	0.7
- CC(C)C(O)C1CCN(Cc2nc(Cc3ccccc3Cl)no2)CC1 (stereo unspecified)
 : 15	-0.8
- O=C1CCC(=O)N1OCCOc1ccccc1
 : 8	-0.9
- CC1CCC2(CC1)NC(=O)N(CC(=O)Nc1nc(-c3ccc(F)cc3)cs1)C2=O (stereo unspecified)
 : 0	-1.3
- O=C(c1ccco1)N1CCN(C(=S)NC2CC3CCC2C3)CC1 (stereo unspecified)
 : 6	-0.4

The results go on:
Every second line gives: OX1R antag	STK33 kinase inh
- COc1ccc2[nH]c3c(c2c1)CCN1C(=O)C(CC(=O)NCCCN(C)C)C[C@H](C(=O)N2CCOCC2)[C@@]31CCC1CCCC1 (stereo partly specified)
 : -2	.
- O=C1C=C(c2cccc3c2sc2ccccc23)C[C@@H](c2ccc(F)cc2)C1
 : -2	-0.7
- CCC(C)NC(=O)C1CCCN(c2nc(C)cc(OC)n2)C1 (stereo unspecified)
 : 3	0.1
- C=C1C(=O)O[C@@H]2C[C@@H](C)[C@@H]3C=CC(=O)[C@@]3(C)[C@@H](OC(C)=O)[C@H]12
 : 16	3.9
- COc1ccccc1C(CNC(=O)C(C)(C)Oc1ccc(Cl)cc1)N1CCCC1 (stereo unspecified)
 : 1	-0.8
- Cc1cc(C)n(-c2cc(N3CCOCC3)nc(-c3ccccc3)n2)n1
 : 3	-2.6
- Cc1ccc(OCCCC(=O)Nc2ccccc2C(F)(F)F)cc1
 : 12	-0.3
- O=C1C(Cl)=C(NCC2CCCO2)C(=O)N1c1cccc(Cl)c1Cl (stereo unspecified)
 : 24	-0.8
- O=C(NCc1cccs1)c1ccc(N2CCCC2=O)cc1
 : 11	-0.6
- O=C(O)c1ccc(COc2ccc3ccccc3c2/C=C2/NC(=O)N(c3ccccc3)C2=O)cc1
 : 13	-2.8
- CC(=O)N/C(=C\c1cccs1)C(=O)O
 : 4	-1.0
- COc1cc(CN(C(=S)NCC(=O)O)C2CCCC2)cc(OC)c1OC
 : 12	-1.0
- CCOC(=O)N1CCN(c2ccc(C(C)=O)cc2F)CC1
 : 25	-2.5
- COc1ccc(NC(=O)Nc2ccncc2)c(OC)c1
 : 11	-1.4
- O=c1[nH]c(-c2ccccn2)nc(C(F)(F)F)c1Br
 : 43	-0.7
- CCOC(=O)COc1ccc(Oc2nc(C)cc(OC)n2)nn1
 : 12	-1.9
- Cc1cccc(-c2nc(Nc3cccc(O)c3)c3ccccc3n2)c1
 : -2	0.7

As entered above.
Entry for CC(=O)N/C(=C\c1cccs1)C(=O)O under STK33 kinase inh: -1.0
Entry for O=C1C(Cl)=C(NCC2CCCO2)C(=O)N1c1cccc(Cl)c1Cl (stereo unspecified) under STK33 kinase inh: -0.8
